Screening results deposited in PubChem by The Scripps Research Institute Molecular Screening Center.
FBW7 act = human FBW7 E3 ligase activation, primary screen. 650,000 tested, 0.13% active. normalized activity (activation), % at 26.1 µM. Q969H0. AlphaScreen FBW7–phospho-cyclin E peptide binding, activator screen; in the data active = normalized activity above about 1.9%;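 also: purified mutant Fbw7 with reduced substrate affinity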
Target sequence (Q969H0 whole entry, looked up): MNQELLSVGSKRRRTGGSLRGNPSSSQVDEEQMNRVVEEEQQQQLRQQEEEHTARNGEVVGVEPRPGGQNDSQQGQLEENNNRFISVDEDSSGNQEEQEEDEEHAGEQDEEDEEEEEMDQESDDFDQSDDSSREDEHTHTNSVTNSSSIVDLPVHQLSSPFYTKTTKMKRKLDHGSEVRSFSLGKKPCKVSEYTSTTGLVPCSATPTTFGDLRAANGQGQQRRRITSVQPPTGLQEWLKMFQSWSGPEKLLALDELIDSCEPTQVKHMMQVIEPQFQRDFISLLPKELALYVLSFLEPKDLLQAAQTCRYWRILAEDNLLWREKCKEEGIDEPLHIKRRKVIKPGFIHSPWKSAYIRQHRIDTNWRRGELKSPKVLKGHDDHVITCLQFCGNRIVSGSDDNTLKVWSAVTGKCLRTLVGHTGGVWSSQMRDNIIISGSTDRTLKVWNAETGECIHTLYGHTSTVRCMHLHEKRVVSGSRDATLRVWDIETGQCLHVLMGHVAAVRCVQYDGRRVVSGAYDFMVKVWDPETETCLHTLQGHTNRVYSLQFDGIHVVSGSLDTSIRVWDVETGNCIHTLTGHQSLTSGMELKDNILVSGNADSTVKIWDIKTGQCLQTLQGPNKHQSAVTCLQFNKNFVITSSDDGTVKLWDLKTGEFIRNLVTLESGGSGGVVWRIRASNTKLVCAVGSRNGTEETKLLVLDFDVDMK
MITF inh = inhibitors of human MITF | AID 1259374 | inhibition, % at 2.6 µM | 650,000 tested, 0.91% active | AlphaScreen MITF homodimerization, bead proximity signal; in the data active = inhibition above about 50%;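 also: 0% = vehicle wells with protein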
GPR151 ag = human GPR151 activation; AID 1508602; Q8TDV0; PathHunter beta-arrestin GPR151 cells, luminescence; activation, % at 11.2 µM; 650,000 tested, 1% active; in the data active = activation above about 4.9%;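 also: 0% = median of compound wells and 100% = cells with positive control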
TEAD-YAP block = TEAD-YAP interaction inhibition; HEK-TIYL cells, TEAD-Gal4/YAP UAS-luciferase luminescence; inhibition, % at 9.12 µM; 640,000 tested, 1.4% active; in the data active = inhibition above about 32%;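 also: 0% = median of test compound wells and 100% = reference inhibitor wells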
* = called active by the depositor. An unsorted share of the library. Share with any hit: about 3.4%.

Results follow in this order: FBW7 act | MITF inh | GPR151 ag | TEAD-YAP block
> Cc1ccc(-c2ncn(-c3ccc(Nc4ncc(Cl)c(-c5cnn(C)c5)n4)cc3)n2)cn1
→ 0.5 | 15 | -1.1 | 24
> CSc1ccc(C2C(C#N)=C(N)Oc3n[nH]c(-c4ccc([N+](=O)[O-])cc4)c32)cc1 (centres undefined)
→ -0.6 | 13 | -0.9 | -3
> Cc1sc(NC(=O)CCS(=O)(=O)c2ccccc2)c(C#N)c1C
→ -0.2 | 3 | -0.1 | 7
> O=C(CCn1nnc(-c2ccc(Cl)cc2)n1)c1ccc(Br)cc1
→ 0.0 | 11 | 1.2 | 7
> Cc1nn(-c2ccccc2)c2sc(C(=O)N3CC(C)OC(C)C3)cc12 (centres undefined)
→ 0.0 | 0 | 0.2 | -10
> CNC(=O)CN(C)S(=O)(=O)c1ccc(OC)c(OC)c1
→ 0.0 | 6 | -0.3 | 4
> COc1cccc(-c2nnc(SCC(=O)N3CCOCC3)n2-c2ccccc2)c1
→ 0.1 | 7 | 0.8 | -5
> O=C(CCS(=O)(=O)c1ccc(Br)cc1)NCCC1=CCCCC1
→ 0.0 | -7 | -3.0 | -6
> O=C(Cn1c(=O)oc2ccccc21)Nc1ccc2c(c1)OCCO2
→ 0.1 | 22 | -0.9 | -52
> Cc1occc1C(=O)N1CCCC(C(=O)Nc2cccc(-c3ccc(F)cc3)c2)C1 (centres undefined)
→ 0.2 | 15 | 2.5 | 11

Arranged by molecular weight (smallest number first): some entries from above.
Results follow in this order: FBW7 act | MITF inh | GPR151 ag | TEAD-YAP block
> CNC(=O)CN(C)S(=O)(=O)c1ccc(OC)c(OC)c1
→ 0.0 | 6 | -0.3 | 4
> O=C(Cn1c(=O)oc2ccccc21)Nc1ccc2c(c1)OCCO2
→ 0.1 | 22 | -0.9 | -52
> Cc1sc(NC(=O)CCS(=O)(=O)c2ccccc2)c(C#N)c1C
→ -0.2 | 3 | -0.1 | 7
> Cc1nn(-c2ccccc2)c2sc(C(=O)N3CC(C)OC(C)C3)cc12 (centres undefined)
→ 0.0 | 0 | 0.2 | -10
> O=C(CCS(=O)(=O)c1ccc(Br)cc1)NCCC1=CCCCC1
→ 0.0 | -7 | -3.0 | -6
> CSc1ccc(C2C(C#N)=C(N)Oc3n[nH]c(-c4ccc([N+](=O)[O-])cc4)c32)cc1 (centres undefined)
→ -0.6 | 13 | -0.9 | -3
> Cc1ccc(-c2ncn(-c3ccc(Nc4ncc(Cl)c(-c5cnn(C)c5)n4)cc3)n2)cn1
→ 0.5 | 15 | -1.1 | 24

Filtered by structure: those above with a Cl atom
Results follow in this order: FBW7 act | MITF inh | GPR151 ag | TEAD-YAP block
> Cc1ccc(-c2ncn(-c3ccc(Nc4ncc(Cl)c(-c5cnn(C)c5)n4)cc3)n2)cn1
→ 0.5 | 15 | -1.1 | 24
> O=C(CCn1nnc(-c2ccc(Cl)cc2)n1)c1ccc(Br)cc1
→ 0.0 | 11 | 1.2 | 7

(continued)
Results follow in this order: FBW7 act | MITF inh | GPR151 ag | TEAD-YAP block
> COc1cc(OC)cc(C(=O)NC(C(C)C)C(C)C)c1
→ -0.1 | -9 | -0.5 | 7
> COc1ccc(/C=C2\N=C(c3ccc(Br)o3)OC2=O)cc1OC
→ 0.0 | 2 | 0.8 | 0
> O=C(OCC(=O)c1ccc[nH]1)c1ccccc1
→ -0.2 | -7 | -0.7 | 3
> Cn1c(=O)[nH]c(=O)c2[nH]c(Br)nc21
→ 0.1 | 6 | -1.9 | 0
> Cc1ccc(CN2CCc3nc(N4CCOCC4)[nH]c(=O)c3C2)cc1
→ 0.2 | 2 | 0.2 | 6
> CN1CC(=O)N(CCCC(=O)OCc2c(Cl)cccc2Cl)C1=O
→ 0.2 | 3 | -0.8 | 3
> Cc1ccccc1S(=O)(=O)c1cc2ccccc2nc1N
→ 0.4 | 5 | -0.7 | 2
> Cc1c(=O)n(OCc2ccc([N+](=O)[O-])cc2)c2ccccc2[n+]1[O-]
→ 0.7 | -17 | 2.0 | -13
> O=C(c1cccc2ccccc12)N1CCN(CCn2cccn2)CC1
→ 0.0 | -5 | -0.1 | 5
> Cc1noc(C)c1-c1nc(NCc2ccccc2)c2ncn(-c3ccsc3)c2n1
→ 0.5 | 5 | -1.3 | 0
> O=[N+]([O-])c1ccc(O)c(/C=C/c2ccc3cccc(O)c3n2)c1
→ -0.2 | -8 | 1.7 | -32
> COc1ccc(S(=O)(=O)Nc2cccc(-c3cn4cccnc4n3)c2)cc1C
→ 0.0 | 3 | -0.5 | 5
> Cc1ccc(CNc2ccc3ncc(-c4ccccc4CO)n3n2)c(C)c1
→ -0.4 | 14 | -0.2 | -1
> COc1cccc(CC2=NOC(C(=O)NCC(O)COc3cccc(OC)c3)C2)c1 (centres undefined)
→ 0.1 | 38 | 2.5 | 0
> CCOC(=O)C1=C(C)N(C)C(C)=C(C(=O)OCC)C1c1cccnc1
→ 0.1 | 7 | -2.8 | 5
> Cc1nn(-c2ccc3ccccc3n2)c2c1C(=O)CC(C)(C)C2
→ -0.2 | 6 | 2.5 | 17
> O=C(Nc1nc(-c2ccccc2)cs1)C1=C(Cl)C2C=CC=CC2S1 (centres undefined)
→ 0.0 | 9 | 2.3 | 11
> CS(=O)(=O)Nc1nc(-c2ccccc2)cs1
→ 0.0 | 6 | 1.3 | 9
> CCCC(C)NS(=O)(=O)c1ccc(OC)cc1 (centres undefined)
→ -0.1 | 8 | -0.3 | -12
> CC1CCN(C(=O)c2c[nH]c3ccc(S(=O)(=O)N(C)c4ccc(F)cc4)cc3c2=O)CC1
→ -0.1 | -5 | -0.7 | 10
> COCCNC(=O)C(C)N(c1ccc(Oc2ccccc2)cc1)S(C)(=O)=O (centres undefined)
→ 0.1 | 15 | -0.1 | -1
> N#CCCN1CCN(Cn2nnc3ccccc32)CC1
→ 0.1 | 5 | 2.9 | 1
> O=C(CSc1nc2ccc([N+](=O)[O-])cc2s1)Nc1cc(Cl)ccc1C(=O)O
→ -0.1 | -11 | -2.2 | 0
> CSC1=C(C(N)=O)C2(CCCCC2)C(C(=O)Nc2ccccc2)=C(C)N1
→ -0.1 | -17 | 0.6 | -4
> N#CSC(C#N)Cc1cccc(Cl)c1 (centres undefined)
→ 0.6 | -1 | 1.4 | 11
> CN(C)c1nc(N)nc(CSc2ncc(-c3ccc([N+](=O)[O-])cc3)[nH]2)n1
→ -0.2 | 3 | 0.0 | -17
> COc1ccc(-c2cn3cc(Cl)ccc3n2)cc1F
→ -0.1 | 6 | -0.8 | -79
> COc1ccc(C2Nc3ccccc3-c3nnc(SCc4ccccc4)nc3O2)cc1 (centres undefined)
→ 0.0 | -3 | 0.0 | 1
> CCOC(=O)Cn1c(=O)c2c(nc3n(-c4cc(C)cc(C)c4)c(C)c(C)n23)n(C)c1=O
→ -0.2 | 5 | -0.3 | -7
> Cc1cccc(C(=O)NC(NCCC23CC4CC(CC(C4)C2)C3)(C(F)(F)F)C(F)(F)F)c1
→ 0.0 | 7 | -0.8 | 4
> COc1cccc(-c2nnc3sc(NC(=O)C(C)C)nn23)c1
→ 0.6 | 2 | 0.7 | 1
> CC1CCN(Cc2c(C(=O)O)nnn2-c2nonc2N)CC1
→ 0.1 | 6 | -0.8 | 10
> Cc1c(Cl)cccc1-n1ncnc1-c1ccc(F)cc1
→ 0.4 | 12 | 1.3 | 9
> CCCCNC(=O)CSc1nc2ccsc2c(=O)n1Cc1ccccc1Cl
→ 0.2 | 15 | -1.3 | -4
> O=C(/C=C/c1ccc([N+](=O)[O-])o1)n1cccn1
→ -0.2 | 4 | 0.2 | 6
> CC(CC(=O)Nc1ccc(S(=O)(=O)N2CCCCC2)cc1)c1ccccc1 (centres undefined)
→ 0.2 | 1 | -0.4 | 10
> Cc1ccc2cc(CN(CCCO)C(=O)c3ccncc3)c(=O)[nH]c2c1
→ -0.1 | 5 | -0.5 | 8
> COC(=O)c1ccc(Cn2c(C)nc3cc4c(cc32)OCCO4)cc1
→ 0.2 | 11 | -0.5 | -61
> O=C(Nc1ccc(Br)cc1Br)c1ccc(Br)cc1
→ -0.2 | -11 | 1.7 | -42
> COc1ccccc1C(=O)Nc1nnc(-c2ccccc2)o1
→ -0.1 | -3 | 1.3 | -25
> COc1ccccc1/C=C/CN1CCC(CO)(CC2CCCCO2)CC1 (centres undefined)
→ -0.2 | 4 | 0.0 | 8
> O=C(O)[C@H]1CN(C(=O)C2CCCO2)C[C@@H]1c1ccc(F)cc1 (some centres undefined)
→ -0.1 | -11 | 1.9 | 4
> Cn1c(C(=O)OCC(=O)NC(C)(C)C)cc2occc21
→ 0.4 | -1 | -0.6 | -13
> COc1ccc(C(=O)CSc2n[nH]c(-c3ccncc3)n2)cc1
→ -0.1 | -1 | 1.5 | -22
> COc1cccc(-c2nc(C=Nc3ccc(Cl)cc3C)c(O)o2)c1
→ -0.1 | 17 | 1.2 | -1
> Cc1ccc(OC(=O)c2ccc(N3C(=O)C4C5C=CC(C5)C4C3=O)cc2)cc1C (centres undefined)
→ -0.1 | 11 | -1.1 | 1
> C/C(=N\NC(=O)c1cccnc1)c1ccccc1
→ 0.3 | 14 | -1.3 | 1
> Cc1ccc(Cl)cc1N1CCN(Cc2nnc(-c3ccc4c(c3)OCO4)o2)CC1
→ -0.2 | 3 | -0.3 | -2
> O=C(c1ccccc1F)N1CCCc2ccccc21
→ 0.8 | 7 | -0.2 | 1
> CCOC(=O)C1CCN(C(=O)C(C)Oc2ccc(OC)cc2)CC1 (centres undefined)
→ -0.4 | -5 | 0.6 | 3

(listing goes on)
SMILES,FBW7 act,MITF inh,GPR151 ag,TEAD-YAP block
COc1ccc(CCNC(=O)CSc2nc3c(sc(=S)n3-c3ccccc3C)c(=O)n2-c2ccccc2)cc1OC,-0.1,-2,2.0,5
COC(=O)C1=C(C)Nc2ncnn2C1c1cccc([N+](=O)[O-])c1 (centres undefined),0.3,5,0.2,5
COc1cc(C#N)ccc1OCC(=O)Nc1ccccc1C(F)(F)F,-0.1,11,2.6,0
CCOC(=O)C1=C(C)N=c2s/c(=C/c3ccco3)c(=O)n2C1c1ccc(C(C)(C)C)cc1 (centres undefined),0.2,11,-2.1,8
O=C(Nc1ccc(F)cc1)C(c1ccccc1)N(Cc1ccccc1)C(=O)c1cnccn1 (centres undefined),-0.1,-5,-0.1,-10
COc1ccc(OC)c(-n2c(=S)sc3c(=O)n(-c4ccccc4C)c(SCC(=O)NCc4ccccc4)nc32)c1,-0.2,0,-0.6,-3
CCOC(=O)N1CCN(S(=O)(=O)c2ccc(C(=O)Nc3ccc(C(C)=O)cc3)cc2)CC1,-0.1,-4,1.2,-11
CC(C)C(C(=O)OCC(=O)c1cccc([N+](=O)[O-])c1)N1C(=O)C2C3CCC(C3)C2C1=O (centres undefined),-0.5,0,-0.1,-2
O=C(CC1C(=O)NCCN1C/C=C/c1ccccc1)NCc1ccc(N2CCCC2=O)cc1 (centres undefined),0.0,-3,3.0,1
COc1ccc(CN2CCc3nnc(C4CCCO4)n3CC2)cc1C (centres undefined),0.0,1,-0.9,11
O=C(CSc1nc2ccccc2c(=O)n1NC(=O)Cc1ccccc1)NCC1CCCO1 (centres undefined),0.0,3,0.3,-1
Cc1onc(-c2c(Cl)cccc2Cl)c1C(=O)NCCCN1CCOCC1,0.0,-9,0.2,5
CCOc1ccc(N2C(=O)C(=O)C3=C(c4ccccc4)Nc4ccccc4SC32C(=O)OC)cc1 (centres undefined),-0.1,15,-1.0,-36
COc1cc2c(cc1OC)C(COc1ccc(C(C)C)cc1)N(C(=O)Nc1ccccc1)CC2 (centres undefined),0.0,2,1.7,2
Cc1ccc(C(=O)Nc2ccc(S(=O)(=O)N3CCc4ccccc43)cc2)o1,0.0,13,1.4,4
CCCOC(=O)C1=C(C)NC(=O)NC1c1cc(OC)c(O)c([N+](=O)[O-])c1 (centres undefined),-0.2,7,1.8,8
CSc1ncccc1C(=O)NCc1ccccc1C(F)(F)F,0.1,-2,0.5,2
CCOC(=O)c1c(NC(=O)c2ccc(S(=O)(=O)N3CCOCC3)cc2)sc2c1CCN(C(C)=O)C2,0.1,6,-0.2,20
CCn1c2c(c(=O)[nH]c1=O)C(c1cccnc1)C1=C(CC(C)(C)CC1=O)N2 (centres undefined),0.5,19,0.3,2
O=C(COC(=O)c1cc(=O)[nH]c(=O)[nH]1)NCc1ccc2c(c1)OCO2,0.1,3,0.9,9
Cc1onc(-c2c(Cl)cccc2Cl)c1C(=O)NC1CCCCCC1,-0.2,-4,1.8,-4
COCCNc1c(-c2ccccc2OC)nc2cnccn12,-0.1,-1,-0.8,3
c1cnc(N2CCCN(c3nc4nonc4nc3N3CCCCCC3)CC2)nc1,-0.1,10,0.4,4
CCOC(=O)c1sc(NC(=O)c2ccc(OC)cc2)nc1C,0.0,10,-0.7,-8
